WRN inhibitor: qHTS for Inhibitors of WRN Helicase; hit rate 0.46% among 360,000; WRN helicase unwinding, fluorescent forked duplex, kinetic; Potency, µM (titrated, usually from 114 µM), without a hit: at the top dose activity change, negative = inhibition, hits mostly inhibitors; Bifunctional 3'-5' exonuclease/ATP-dependent helicase WRN (Homo sapiens), Q14191; note: potency is the fitted concentration of half-maximal effect; % is set by controls: 0 for no effect and ±100 for the full control effect; nearly all actives have a fitted effect of over 55% in size
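Enzyme (20 nM final) and test compound sit together 15 min at room temperature before substrate addition. Substrate is a single-forked duplex oligonucleotide (100 nM) labelled with fluorophore and quencher, with 2 mM ATP; helicase unwinding raises red fluorescence, read kinetically.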
EPAC1 antagonist: qHTS for Antagonist of cAMP-regulated guanine nucleotide exchange factor 3 (EPAC1): primary screen; AID 720709, 2013; Potency, µM (series often up to 115 µM), for the others: top-dose activity change, negative = inhibition, actives largely listed as inhibitors; Rap guanine nucleotide exchange factor 3 (Homo sapiens), O95398; hit rate 0.14% among 360,000; EPAC1 GEF assay, Rap1b-BODIPY-GDP exchange fluorescence;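 note: potency is the fitted concentration of half-maximal effect; plate controls were vehicle for no effect and positive control for full effect; nearly all actives have a fitted effect of over 50% in size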
IL2 activator: qHTS of IL-2 Activators; AID 652025, 2013; IL-2 activation reporter assay, cell-based qHTS; stimulated with anti-CD3/CD4/CD28 beads; in transgenic mouse T cells; hit rate 0.065% among 360,000; activation, % (series mostly up to about 46 µM); in the data active = activation above about 50%; inconclusive = mostly about 30% to 49%; note: 0% is about no effect
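Readout is EGFP and DsRed signal by fluorescent plate cytometry after 18 h at 37 degrees C. Transgenic mouse T cells (750/well) received compound for 60 min before bead stimulation (anti-CD3, anti-CD4, anti-CD28); memory T cells served as non-tolerant control.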
CCT chaperon mod: High-Throughput Screening for Modulators of Cytosolic Chaperonin Activity | purified chaperonin ATPase assay, HTRF ADP detection, 30 min | activity change, % (test concentration not listed), hits read low | hit rate 0.3% among 360,000; in the data active = activity change below about -30%; note: % is set by controls: 0 for no effect and ±100 for the full control effect
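We incubate TRiC, 40 or 20 nM final, with library compounds at 76 uM and 10 uM ATP for 30 min at 37 °C. ADP formed is detected with Transcreener HTRF reagents after 30 min at room temperature.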
PI5P4K alpha inh: qHTS for Inhibitors of phosphatidylinositol 5-phosphate 4-kinase (PI5P4K); AID 652105, 2013; PI5P4Kalpha enzyme, ADP-Glo luminescence, 60 min; active compounds read low; max response, %; hit rate 1.2% among 330,000; active = max response of -50% or lower; inconclusive = between -30% and -50%; inactive = -30% or higher; note: value at the top dose of about 77 µM; % is set by controls: 0 for no effect and ±100 for the full control effect
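Human PI5P4Kalpha with substrate in 0.038 M HEPES pH 7.4, 0.28 mM EGTA, 0.1% CHAPS, 5% DMSO; reaction started with 5 microM ATP (final), 60 min at room temperature. ADP formed read by ADP-Glo luminescence.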
EPAC2 ag: qHTS for Agonist of cAMP-regulated guanine nucleotide exchange factor 4 (EPAC2): primary screen; EPAC2 activation, biochemical qHTS; response scale: 100% = 6.5 mM cAMP response; hit rate 0.079% among 360,000; Rap guanine nucleotide exchange factor 4 (Homo sapiens), Q8WZA2; AID 720711, 2013; Potency, µM (highest dose often 154 µM), inactives show at the highest dose activation, hits mostly activators; note: potency is the fitted concentration of half-maximal effect; nearly all actives have a fitted effect of over 50% in size
Target sequence (Q8WZA2 whole entry, looked up): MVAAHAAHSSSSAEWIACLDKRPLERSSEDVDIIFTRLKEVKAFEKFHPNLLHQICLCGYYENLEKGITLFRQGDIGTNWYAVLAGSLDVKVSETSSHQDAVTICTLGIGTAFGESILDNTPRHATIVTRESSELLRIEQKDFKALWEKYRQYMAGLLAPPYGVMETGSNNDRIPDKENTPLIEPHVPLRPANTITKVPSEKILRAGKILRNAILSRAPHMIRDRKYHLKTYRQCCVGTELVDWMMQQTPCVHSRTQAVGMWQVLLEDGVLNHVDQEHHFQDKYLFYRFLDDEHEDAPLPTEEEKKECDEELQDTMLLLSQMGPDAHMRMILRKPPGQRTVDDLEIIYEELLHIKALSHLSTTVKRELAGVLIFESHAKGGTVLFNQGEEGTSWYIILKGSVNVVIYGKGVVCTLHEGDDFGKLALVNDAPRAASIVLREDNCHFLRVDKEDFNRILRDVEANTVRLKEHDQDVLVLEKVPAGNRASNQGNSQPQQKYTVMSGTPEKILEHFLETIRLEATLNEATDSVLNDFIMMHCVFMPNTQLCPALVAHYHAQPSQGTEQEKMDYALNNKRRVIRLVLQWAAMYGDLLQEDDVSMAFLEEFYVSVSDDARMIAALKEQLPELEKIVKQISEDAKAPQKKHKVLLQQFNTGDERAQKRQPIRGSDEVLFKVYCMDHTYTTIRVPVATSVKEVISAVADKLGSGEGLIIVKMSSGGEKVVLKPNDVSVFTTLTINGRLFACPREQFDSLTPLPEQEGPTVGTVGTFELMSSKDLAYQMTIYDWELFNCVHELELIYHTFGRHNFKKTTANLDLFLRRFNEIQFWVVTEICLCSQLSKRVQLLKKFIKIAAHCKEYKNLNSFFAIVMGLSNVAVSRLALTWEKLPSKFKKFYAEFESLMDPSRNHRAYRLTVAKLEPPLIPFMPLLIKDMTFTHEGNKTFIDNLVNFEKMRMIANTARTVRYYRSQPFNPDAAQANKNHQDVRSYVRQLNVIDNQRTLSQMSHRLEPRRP
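Guanine nucleotide exchange by EPAC2 is measured as reduced fluorescence of BODIPY-GDP once it is released from 250 nM Rap1B. Plates are read kinetically for 30 min at room temperature; results are scaled to 6.5 mM cAMP.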
EPAC1 agonist: qHTS for Agonist of cAMP-regulated guanine nucleotide exchange factor 3 (EPAC1): primary screen. EPAC1 agonist qHTS, biochemical assay; response scale: 100% = response to 6.5 mM cAMP. Rap guanine nucleotide exchange factor 3 (Homo sapiens), O95398. hit rate 0.073% among 360,000. Potency, µM (titrated, usually from 154 µM), for the others: at the highest dose activation, hits mostly activators; note: potency is the fitted concentration of half-maximal effect; nearly all actives have a fitted effect of over 60% in size
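Fluorescent GDP-exchange assay: 100 nM EPAC1 with 250 nM Rap1B preloaded with BODIPY-GDP and 50 uM GDP; compounds tested as concentration series, 5 min at room temperature, then read every 5 min for 30 min (ex 480/em 540 nm); normalized to 6.5 mM cAMP.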
PLK1 PBD inh: qHTS for Inhibitors of PLK1-PDB (polo-like kinase 1 - polo-box domain): Primary Screen | Serine/threonine-protein kinase PLK1 (Homo sapiens), P53350 | Plk1 PBD binding of FITC phosphopeptide, fluorescence polarization | Potency, µM, for the others: max response, negative = inhibition, most hits filed as inhibitors | hit rate 2.8% among 360,000 | AID 720504, 2013; note: potency is the fitted concentration of half-maximal effect; series mostly up to about 57 µM; % is set by controls: 0 for no effect and ±100 for the full control effect; nearly all actives have a fitted effect of over 65% in size
Starred values were filed as active, the others as inactive; ? = inconclusive; / = not tested or not shown; [ ] = dose if it differs, or a comment. Unless noted, calls come from the whole dose curve; as a rule, active = well fitted curve in the direction sought with a large enough effect; inconclusive = small, poorly fitted or top-dose-only effect, or another doubt; inactive = no such curve, though single readings can be large; an effect the other way counts as inactive or inconclusive.

SMILES	WRN inhibitor	EPAC1 antagonist	IL2 activator	CCT chaperon mod	PI5P4K alpha inh	EPAC2 ag	EPAC1 agonist	PLK1 PBD inh
O=C(c1cc(COc2c(F)cccc2F)on1)N1CCCCCC1	-22%	-11%	-0.9	-1.4	-5	13%	7%	-14%
COc1cccc(CNC(=O)CCNS(=O)(=O)c2ccc(Br)s2)c1	3%	9%	-2.3	-1.3	3	9%	7%	27µM*
COc1cc(NC(=O)COC(=O)c2ccccc2F)cc(OC)c1	7%	-14%	-2.2	-2.1	-8	22%	2%	?
O=Cc1c(NCc2ccccc2Cl)c2ccccc2[nH]c1=O	-16%	-17%	-0.8	1.8	11	9%	0%	-10%
Cc1cc(C(=O)NNC(=O)c2cccs2)nn1C(C)(C)C	-7%	-29%	-3.3	-4.7	0	10%	-8%	-12%
COC(=O)c1ccccc1Oc1cc(C(F)(F)F)nc(-c2ccccn2)n1	-2%	0%	-2.6	-2.0	-1	14%	11%	-1%
O=C(Nc1ccnn1C1CCN(Cc2ccccc2OCCO)CC1)c1cccc(F)c1	-9%	11%	-1.8	0.5	0	-3%	-13%	1%
COCCN(CCOC)S(=O)(=O)c1ccc(C(=O)Nc2nc3c(s2)CCc2ccccc2-3)cc1	-11%	0%	-0.7	-0.7	-3	-15%	-20%	1%
O=C(NC1CCCC1)C1CCCN(S(=O)(=O)c2ccc(-n3cnnn3)cc2)C1 (stereo not given)	2%	?	-0.6	0.0	0	3%	4%	-3%
CCCCNC(=O)c1[nH]c(C)c(C(C)=O)c1C	4%	4%	0.3	-5.6	-1	7%	6%	-8%
Cc1cc(=O)oc2c(C)c(OC(C)C(=O)NCC3CCC(C(=O)O)CC3)ccc12 (stereo not given)	1%	12%	0.0	-1.2	-3	8%	-1%	-2%
Cc1ccc(S(=O)(=O)N2CCN(CC(O)COc3ccccc3)CC2)cc1 (stereo not given)	-4%	-2%	0.7	-1.9	-2	-1%	-4%	-2%
COc1cccc(NC(=O)c2oc3ccccc3c2NC(C)=O)c1	-6%	8%	0.5	-3.4	/	0%	-4%	-8%
COc1ccc(NC(=O)CSc2nnc(CNC(=O)COc3ccc(Cl)cc3)o2)c(OC)c1	-2%	1%	-2.2	-3.6	0	2%	0%	-9%
Cc1ccc(-c2nn3c(C)nnc3s2)cc1NC(=O)c1cccnc1	-33%	-5%	0.8	0.4	3	0%	7%	-21%
CCOC(=O)CSc1nnc2c3ccccc3n(C)c2n1	-1%	7%	0.6	-1.4	-15	1%	2%	?
Cc1cccc(NC(=O)CN(C)C(C)C(=O)Nc2ccc(S(=O)(=O)N3CCCC3)cc2)c1C (stereo not given)	12%	6%	-2.0	-0.5	-3	15%	0%	-8%
O=C(c1ccccc1)N1CCN(Cc2ccccc2)CC1	-4%	-3%	0.4	0.5	/	8%	-3%	-2%
COc1ccccc1N1CCN(C(=O)CN(c2ccccc2OC)S(=O)(=O)c2ccccc2)CC1	5%	7%	-0.1	-0.6	-6	6%	14%	-8%
Cc1ccc([C@@H]2CC(=O)[C@@H]3CN(S(=O)(=O)c4ccc(C)cc4)[C@H](c4cccc5ccccc45)C[C@@H]3N2S(=O)(=O)c2ccc(Cl)cc2)cc1	-5%	10%	2.0	2.2	-3	-1%	3%	-3%
NC(=O)c1ccsc1NC(=O)CCS(=O)(=O)c1ccc(Cl)cc1	-12%	0%	-5.9	-2.3	-21	4%	-6%	?
CCC1CCCCN1CCCNC(=O)C1CCN(c2nnc(-n3cccc3)s2)CC1 (stereo not given)	-2%	7%	0.0	-1.8	1	11%	6%	-8%
CC(C)CN(C(=O)COC(=O)CSc1ccccc1F)c1c(N)n(Cc2ccccc2)c(=O)[nH]c1=O	5%	-6%	-0.6	-3.5	1	-10%	-8%	-11%
CCCOC(=O)C1=C(C)NC2=C(C(=O)CCC2)C1c1cc(OC)ccc1OC (stereo not given)	-1%	3%	-0.3	0.3	0	0%	0%	-15%
COc1cc(-c2nc(-c3ccc4c(c3)-c3ccccc3S4(=O)=O)c(-c3ccccc3)[nH]2)cc(OC)c1O	-6%	8%	-0.4	1.0	-17	8%	-6%	2%
CCn1c2ccccc2c2cc(NC(=O)CSc3nnc(-c4ccccc4)o3)ccc21	-1%	1%	0.5	-1.8	-4	0%	7%	-1%
O=C(CCc1nnc(CCc2ccccc2)o1)NC(c1cccnc1)C(F)(F)F (stereo not given)	-10%[11.6 µM]	10%	-2.1	0.0	-3	-1%	10%	2%
O=C(Nc1ccc(OCC(=O)N2CCOCC2)cc1)c1cncc(Br)c1	-33%[57.1 µM]	31%[activator]	1.9	-1.6	3	-2%	-5%	1%
COC(=O)c1scc(C)c1NC(=O)c1ccc(Cl)cc1	7%	4%	-1.9	1.3	0	8%	19%	-15%
Cc1nn(CSc2c(F)c(F)c(F)c(F)c2F)c(C)c1[N+](=O)[O-]	-1%	?	1.8	-0.8	7	7%	-2%	-3%
CC1CCCC(NC(=O)C2CC(=O)N(Cc3ccccc3)C2)C1C (stereo not given)	-4%	1%	-1.6	0.8	0	-12%	4%	3%
Cc1ncc([N+](=O)[O-])n1Cc1ccc(Cl)cc1	2%	-15%	-2.1	-2.7	2	2%	-6%	-5%
COc1ccc(S(=O)(=O)Nc2ccc(S(=O)(=O)N3CCOCC3)cc2)cc1C	-24%	1%	-5.0	-1.5	2	6%	-4%	-13%
CC(=O)NS(=O)(=O)c1ccc(NC(=O)c2ccc(-n3nc(C)cc3C)cc2)cc1	-6%	-11%	-0.3	0.3	-4	7%	10%	-3%
CSc1nc2c(cc1C#N)C(=O)CC(C)(C)C2	-2%	-12%	1.6	-4.4	7	4%	-2%	-2%
COc1ccc2[nH]c3c(c2c1)CCN1C(=O)N([C@@H](C)C(=O)NCCc2ccc(OC)c(OC)c2)C(=O)[C@]31C	2%	-30%	-0.6	-1.1	-4	5%	-11%	-9%
COc1cc(C(=O)OC(C)C(=O)N2CCc3ccccc3C2)ccc1OCC(=O)N1CCOCC1 (stereo not given)	-3%	6%	-1.9	-5.5	0	-11%	-6%	2%
CCOc1ccc(N(C(=O)c2ccc(S(=O)(=O)N3CCCC3)cc2)C2C=CS(=O)(=O)C2)cc1 (stereo not given)	-1%	14%	-3.9	1.1	4	3%	0%	-2%
COc1cc(CO)ccc1OCc1ccc(Cl)nc1	-7%	4%	0.0	-4.3	3	8%	2%	-4%
Cc1ccc(O)c(CNc2cccc(C)n2)c1	-1%	-7%	0.1	-3.3	-3	14%	8%	8%
CCC(=O)Oc1ccc(C(=O)Nc2cccc(C(=O)c3ccccc3)c2)cc1	0%	-8%	-0.4	-1.1	-67*	12%	9%	2%
Cc1onc(-c2ccccc2)c1C(=O)Nc1nc2c(s1)CCCC2	-4%	0%	-0.4	1.1	4	4%	13%	-19%
COc1cc(C(=O)NCCC(=O)NCCN2CCCCCC2)cc(OC)c1OC	8%	10%	-4.6	-0.6	/	0%	-3%	-3%
O=C(NCc1ccccn1)[C@@H]1CCCN1C(=O)[C@@H]1CCCN1C(=O)c1cccs1	3%	-2%	-0.3	1.2	-9	-2%	-18%	-6%
CCOC(=O)[C@H]1[C@H]2COc3ccc(C)cc3[C@@H]2N2C(=O)[C@@H](C)NC(=O)[C@@]12C	-1%	-11%	1.1	1.8	-1	7%	5%	4%
CC(C)(NC(=O)c1cc(Cl)c2ccccc2c1O)C(=O)O	-9%	-8%	1.3	0.8	-4	3%	-7%	-13%
CC(C)c1ccccc1NC(=O)Cn1c(/C=C/c2ccccc2)nc2ccccc21	-9%	-6%	3.9	-1.9	1	-6%	-2%	3%
O=C(NCc1ccco1)c1ccc(COc2ccccc2[N+](=O)[O-])o1	3%	12%	-0.7	-2.2	4	2%	-2%	1%
CN(C)C(=O)CSc1nnc2sc3ccccc3n12	0%	1%	0.3	1.4	-4	-1%	-3%	-1%
CC(=O)Nc1ccc(S(=O)(=O)Nc2ccc3c(c2)OCCO3)cc1Cl	0%	1%	-2.0	-1.4	10	4%	4%	0%
CN1/C(=C\C(=O)c2ccccc2Cl)c2ccccc2CC1(C)C	-22%	-24%	-0.4	-1.3	-7	13%	1%	-17%
CC1CN(C(=O)CSc2nc(-c3ccc(F)cc3)cs2)CC(C)O1 (stereo not given)	0%	-2%	0.4	-2.7	6	1%	-5%	-2%
COc1cccc(C(=O)Oc2ccc3ccc(=O)oc3c2)c1	13%	9%	0.0	-1.5	-1	-2%	-14%	-11%
COC(=O)c1ccc(NC(=O)c2cn(-c3cccc(C)n3)cn2)cc1	0%	-9%	2.0	-0.9	3	-6%	7%	-11%
COc1ccc(CNC(=O)C2CCN(C(=O)c3ccc(-c4ccccc4)cc3)CC2)cc1	-34%	-10%	-0.6	-19	-3	-1%	8%	-11%
Cc1cccc(-c2cc(NCCc3cccnc3)n3nccc3n2)c1	-7%	11%	-0.3	0.9	-5	3%	-8%	3%
COc1ccc(NC(=O)CN(c2ccc(C)cc2)S(=O)(=O)c2c(C)nn(C)c2C)cc1	1%	4%	-2.2	-1.8	-1	2%	-5%	-13%

Three neighbouring entries already listed, quoted:
SMILES	WRN inhibitor	EPAC1 antagonist	IL2 activator	CCT chaperon mod	PI5P4K alpha inh	EPAC2 ag	EPAC1 agonist	PLK1 PBD inh
O=C(c1cc(COc2c(F)cccc2F)on1)N1CCCCCC1	-22%	-11%	-0.9	-1.4	-5	13%	7%	-14%
COc1cccc(CNC(=O)CCNS(=O)(=O)c2ccc(Br)s2)c1	3%	9%	-2.3	-1.3	3	9%	7%	27µM*
COc1cc(NC(=O)COC(=O)c2ccccc2F)cc(OC)c1	7%	-14%	-2.2	-2.1	-8	22%	2%	?

High-throughput results (PubChem)

An excerpt (hit frequency here may not be typical).
